High-throughput results deposited in PubChem by several laboratories.
V-ATPase pHluor: yeast V-ATPase proton transport regulation by pHLuorin. response, % at 10 µM. hit rate 0.37% among 350,000. S. cerevisiae, pHLuorin cytosolic pH fluorescence; in the data active = response mostly above about 7.3%, no sharp cut-off; inactive = mostly below about 5.4%; note: actives read high; inactives centre near 0; some compounds called inactive have numbers as strong as hits; reference of the scale not given here
Wnt bcat act: activates Wnt/beta-catenin signaling in a reporter cell assay | activation, % at 9.35 µM | AID 743398 | activator, plate reader | hit rate 1.2% among 300,000; in the data active = activation above about 30%, passing the limit was not always enough;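 note: 0% = neutral control wells and 100% = positive control wells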
Pemphigus Ab inh: human desmoglein-3 autoantibody binding inhibition | binding (percent of control), % at 10 µM | DSG3-coupled beads, scFv-anti-DSG3-GFP binding, flow cytometry; stronger effect = lower value | AID 588358 | P32926 | hit rate 0.48% among 310,000;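 active = binding more than 3 SD below its plate's average and above zero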;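 note: hits lower antibody fragment binding to DSG3; some compounds called inactive have numbers as strong as hits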
OPRM1-OPRD1 ag: agonists of human mu-delta opioid receptor heterodimerization; cells, OPRM1-OPRD1 heterodimerization, luminescence; activation, % at 9.3 µM; hit rate 0.3% among 340,000; AID 504326; in the data active = activation above about 18%;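 note: 0% = vehicle-treated cells and 100% = reference agonist; values of inactives mirror those of a sister screen read the other way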
Arr AP2 block: inhibitors of human beta-arrestin and AP2 interaction; FITC-arrestin peptide / GST-AP2 beads, flow cytometry; AP2 beta2 appendage carries R879A mutation; inhibition, % at 10 µM; hit rate 0.31% among 340,000; AID 504490;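 active = inhibition above a set limit, near 3 SD of compounds lacking own fluorescence, cut at about 54% in these data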;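 note: plate controls were DMSO wells for no effect and 5 µM unlabelled arrestin peptide for full effect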
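system = GST-tagged AP2 beta2-adaptin appendage (R879A) on 4 µm glutathione beads | reagent = FITC-labelled arrestin peptide probe, 50 nM final | schedule = compound with beads 12 min RT, then probe 1 h RT | signal = HyperCyt-sampled flow cytometry, FL1 channel, ex 488/em 535 nm | read-out = percent response from loss of bead-bound FITC fluorescence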
C-LANA FP: KSHV C-LANA DNA binding inhibition; MBP-C-LANA/FAM-LBS DNA binding, fluorescence polarization; inhibition, % at 9 µM; hit rate 0.078% among 340,000;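 active = highest replicate inhibition at or above 60% at 9 µM, even if other replicates fall short; inactive = all replicates below 60% inhibition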;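 note: 0% = neutral control wells and 100% = 4 µM acridine orange control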
Cardiac RTF inh: cardiac RTF calcium desensitization | hit rate 0.12% among 340,000 | IANBD-labeled cardiac RTF, Ca2+ fluorescence | P19429+P45379 | inhibition, % at 7.15 µM;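 active = inhibition above the mean inhibition of all tested compounds plus 3 SD, cut at about 17% in these data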;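 note: assay run at fixed EC70 calcium of 1.6 mM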
MOR-DOR inv ag: inverse agonist of human OPRM1-OPRD1 heterodimerization | cell-based MOR-DOR heterodimer luminescence, inverse agonism | P35372+P41143 | inhibition, % at 9.3 µM | AID 504357 | hit rate 0.21% among 340,000; in the data active = inhibition above about 22%, passing the limit was not always enough;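 note: 0% = cells with DMSO and 100% = wells without cells with DMSO; values of inactives mirror those of a sister screen read the other way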
Keap1-Nrf2 PPI: inhibitors of human Keap1-Nrf2 protein-protein interaction. hit rate 0.15% among 340,000. Keap1 Kelch-Nrf2 peptide fluorescence polarization, 1536-well. Q14145. inhibition, % at 9.4 µM; in the data active = inhibition above about 12%;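 note: human Keap1 Kelch domain with fluorescein labeled Nrf2 9mer peptide probe; 0% = neutral control wells and 100% = peptide positive control; higher means more block of Keap1 binding to Nrf2 peptide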
Target sequence (Q14145 whole entry, looked up, the tested form may be a part): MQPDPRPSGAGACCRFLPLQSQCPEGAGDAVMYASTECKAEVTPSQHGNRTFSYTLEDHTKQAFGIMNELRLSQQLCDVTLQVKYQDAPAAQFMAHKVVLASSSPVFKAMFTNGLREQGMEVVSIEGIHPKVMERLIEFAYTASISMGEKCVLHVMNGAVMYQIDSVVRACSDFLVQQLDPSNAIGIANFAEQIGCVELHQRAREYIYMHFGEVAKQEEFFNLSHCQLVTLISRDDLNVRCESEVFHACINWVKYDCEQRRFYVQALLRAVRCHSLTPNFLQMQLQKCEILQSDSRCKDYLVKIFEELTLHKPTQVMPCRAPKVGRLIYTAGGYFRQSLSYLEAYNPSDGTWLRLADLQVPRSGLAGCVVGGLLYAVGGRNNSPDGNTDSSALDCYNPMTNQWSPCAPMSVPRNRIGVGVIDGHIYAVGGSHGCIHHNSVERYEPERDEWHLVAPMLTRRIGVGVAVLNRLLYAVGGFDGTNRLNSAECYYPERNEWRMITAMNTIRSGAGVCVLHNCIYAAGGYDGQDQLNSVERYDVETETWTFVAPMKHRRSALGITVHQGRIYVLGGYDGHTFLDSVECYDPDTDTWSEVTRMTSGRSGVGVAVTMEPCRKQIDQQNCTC
cardiac RTF act: cardiac RTF calcium sensitization | P19429+P45379 | IANBD-labeled TnC RTF fluorescence at EC20 calcium; 0% EC20 calcium, 100% full calcium | activation, % at 7.2 µM | hit rate 0.24% among 340,000 | AID 493008;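 active = activation above the mean over all tested compounds plus 3 SD, cut at about 30% in these data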;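 note: rise in fluorescence read as greater calcium sensitivity of cardiac thin filaments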
An asterisk follows results filed as active; / = not tested or not shown.

Sample of the layout:
SMILES	V-ATPase pHluor	Wnt bcat act	Pemphigus Ab inh	OPRM1-OPRD1 ag	Arr AP2 block	C-LANA FP	Cardiac RTF inh	MOR-DOR inv ag	Keap1-Nrf2 PPI	cardiac RTF act
CCc1ccc(NC(=O)N(Cc2ccco2)C(C)c2cccs2)cc1 (centres undefined)	-2	/	102	2.2	11	-0.3	-14	-12	4	-4
COc1ccc(C(C)NC(=O)c2ccncc2)cc1OC (centres undefined)	-4	-3	105	-2.9	-12	1.0	-3	15	-7	3

The whole of this part, repeating the preview:
SMILES	V-ATPase pHluor	Wnt bcat act	Pemphigus Ab inh	OPRM1-OPRD1 ag	Arr AP2 block	C-LANA FP	Cardiac RTF inh	MOR-DOR inv ag	Keap1-Nrf2 PPI	cardiac RTF act
CCc1ccc(NC(=O)N(Cc2ccco2)C(C)c2cccs2)cc1 (centres undefined)	-2	/	102	2.2	11	-0.3	-14	-12	4	-4
COc1ccc(C(C)NC(=O)c2ccncc2)cc1OC (centres undefined)	-4	-3	105	-2.9	-12	1.0	-3	15	-7	3
Fc1ccccc1CSc1ncnc2c1oc1ccccc12	-2	-4	97	1.5	-7	-1.7	-4	-8	-1	-11
Cc1cccc(C)c1OCc1cc(C(=O)N2CCN(Cc3nccn3C)CC2)no1	3	4	99	-3.0	-5	1.0	-4	16	-2	3
COc1ccc(NC(=O)CNS(=O)(=O)c2ccc3nc(C)sc3c2)c(OC)c1	2	/	109	-1.6	5	-0.5	-4	8	0	3
O=C(N/N=C\c1c[nH]c2ccccc12)c1ccc(O)cc1	-1	4	93	-2.1	-14	-0.8	-7	12	1	3
COc1cccc(NC(=O)CSc2nnc(-c3cc(C)[nH]n3)n2N)c1	-1	0	109	1.1	-14	-0.8	-1	-6	-9	4
O=C1CCCCCN1CP(=O)(O)CCc1ccccc1	0	0	99	0.5	19	-0.1	-6	-3	0	1
O=C(c1cccc(-c2ccc(O)cc2)c1)N1CCN(c2ccc(F)cc2)CC1	0	-3	171	9.5	-5	-1.2	-4	-50	-7	12
Cc1cc2oc(C(=O)NCc3ccc(S(N)(=O)=O)cc3)c(C)c2cc1C	-2	-1	100	-0.5	30	1.1	0	3	-1	-10
COC(=O)C1(C)NC(c2cccc(C)c2)C2C(=O)N(c3ccc(F)cc3)C(=O)C21 (centres undefined)	2	-2	122	-1.1	-4	0.5	-13	6	-8	7
CCOC(=O)C1=CNS(=O)(=O)NC1c1cccc(O)c1 (centres undefined)	5	-1	101	-3.1	13	2.6	-4	15	-8	0
COc1ccc(C2c3[nH]c4ccccc4c3C[C@H]3C(=O)N(C)CC(=O)N23)cc1OC (some centres undefined)	9	-1	109	0.1	14	2.2	-13	-1	-5	-2
CCN1CCN(C(=O)CCN2C(=O)c3ccccc3S2(=O)=O)CC1	-6	-3	97	-1.4	16	0.0	-54	7	-3	5
COc1cc(C(=O)NC(=S)Nc2ccc(Cl)c(C(=O)O)c2)cc(OC)c1OC	0	-5	100	-3.8	-5	0.4	-1	22	-6	7
COc1ccc(OC)c(NC(=O)c2cnc(Nc3ccccc3OC)c3ccccc23)c1	0	/	102	-1.2	4	3.0	3	6	-4	1
CCn1c(COc2ccc(OC)cc2)nc2ccccc21	1	43*	/	-3.3	-1	1.8	-1	17	-1	-7
CC(C)OC(=O)C(C)Nc1ccc(F)c(Cl)c1 (centres undefined)	-3	1	106	1.5	32	-5.5	-2	-8	5	6
CCCCOC(=O)CSC(=S)N(C)Cc1cccs1	-2	/	123	2.0	-3	-1.4	4	-11	1	-1
COc1ccc(C(=O)NCCN2C(=O)S/C(=C\c3cccnc3)C2=O)c(OC)c1OC	-1	/	83	-2.6	-1	0.5	-6	13	-6	-3
CCCS(=O)(=O)c1c(S(=O)(=O)CCC)c2ccccn2c1C(=O)OC	7	/	108	-1.4	4	-0.5	0	7	-8	-3
S=C(Cc1ccccc1)N1CCOCC1	3	-3	96	-2.7	-10	-0.9	-10	14	-2	4
Cc1ccc(/C=C2\SC(=S)N(CCC(=O)Nc3cccnc3)C2=O)cc1	0	0	/	-2.7	-7	0.0	4	14	-3	-3
CCCCOC(=O)CCNc1n[nH]c(=O)[nH]c1=O	4	4	/	-1.9	-6	0.2	1	11	-4	7

Sorted by the number under V-ATPase pHluor (lowest first): six from the list above.
smiles | V-ATPase pHluor
Fc1ccccc1CSc1ncnc2c1oc1ccccc12 | -2
COc1ccc(OC)c(NC(=O)c2cnc(Nc3ccccc3OC)c3ccccc23)c1 | 0
CCn1c(COc2ccc(OC)cc2)nc2ccccc21 | 1
COC(=O)C1(C)NC(c2cccc(C)c2)C2C(=O)N(c3ccc(F)cc3)C(=O)C21 (centres undefined) | 2
Cc1cccc(C)c1OCc1cc(C(=O)N2CCN(Cc3nccn3C)CC2)no1 | 3
CCOC(=O)C1=CNS(=O)(=O)NC1c1cccc(O)c1 (centres undefined) | 5

The list goes on:
SMILES	V-ATPase pHluor	Wnt bcat act	Pemphigus Ab inh	OPRM1-OPRD1 ag	Arr AP2 block	C-LANA FP	Cardiac RTF inh	MOR-DOR inv ag	Keap1-Nrf2 PPI	cardiac RTF act
C/C(CC(=O)Nc1ccc2c(c1)OCCO2)=N\NC(=O)COc1ccc(C)cc1	4	-5	102	0.2	21	-2.2	3	-1	1	-4
Cc1c(NC(=O)c2ccc(S(=O)(=O)Nc3ccccc3F)cc2)c(=O)n(-c2ccccc2)n1C	-1	-3	95	-2.3	3	-0.1	7	12	-2	-2
Cc1ccc(NC(=O)c2ccn(C)n2)c(Br)c1	-2	20	113	-2.0	-8	2.0	9	11	0	-6
O=C1CN(C(=O)CNC(=O)c2cccc(Cl)c2)c2ccccc2N1	2	-1	101	-0.2	4	-1.9	-3	1	-5	8
Cc1cc2cc(CNC(=O)c3ccc(S(=O)(=O)N(C)C)cc3)ccc2n1C	0	-5	96	1.4	4	1.3	-2	-8	-3	10
O=C(N/N=C/c1ccc([N+](=O)[O-])cc1)c1cccc(N2CCCC2=O)c1	1	0	106	1.6	-2	0.9	-4	-11	3	1
COc1cc(OC)cc(C(=O)NCCN2C(=O)S/C(=C\c3cccs3)C2=O)c1	1	0	94	-1.7	8	-1.3	-1	9	0	-1
COC(=O)C(Cc1c[nH]c2ccccc12)NC(=O)CNC(C)=O (centres undefined)	-4	/	95	-1.4	12	-1.1	9	7	0	-4
COc1cccc(C2C(C(=O)OC(C)C)=C(C)N=c3s/c(=C\c4ccc(C(=O)O)cc4)c(=O)n32)c1 (centres undefined)	-4	-2	/	0.1	23	-2.8	1	0	-5	-4
Cc1ccc(OCCC(=O)OCC(=O)Nc2c(C)nn(-c3ccccc3)c2C)cc1	1	-2	104	0.1	-11	0.2	-22	-1	2	5
COc1cc(S(=O)(=O)Nc2cccnc2)ccc1Cl	0	-1	114	-2.4	4	-2.8	-8	12	-11	3
O=C(Oc1ccc(N2C(=O)CCC2=O)cc1)c1ccccc1	5	/	104	0.0	-7	-0.9	-7	0	1	-1
O=C(Nc1cc(-c2ccccc2)sc1C(=O)O)c1cccc(F)c1	6	2	99	-1.0	7	0.1	8	5	-4	-4
Cc1ccc(Nc2ncnc3c2nnn3Cc2ccccc2)cc1	-2	1	101	/	25	/	/	/	/	/
COc1ccc(/C=C(/NC(=O)c2ccccc2)C(=O)N/N=C/c2ccc3c(c2)OCO3)cc1OC	3	1	101	-0.6	-1	2.9	2	3	-3	0
O=C(COc1ccccc1)NCC1COc2ccccc2O1 (centres undefined)	-3	0	/	-1.4	-10	-0.6	-4	10	1	3
COc1ccc(/C=C2\N=C(c3c(-c4ccccc4)noc3C)OC2=O)cc1OC	-3	/	105	-0.6	2	-0.5	0	3	1	2
COc1cccc(NC(=S)NC2CC3CCCC(C2)N3C2CCCC2)c1 (centres undefined)	1	0	105	2.2	-5	0.3	-7	-12	-5	6

Complete entries as entered above. Values in the order: V-ATPase pHluor	Wnt bcat act	Pemphigus Ab inh	OPRM1-OPRD1 ag	Arr AP2 block	C-LANA FP	Cardiac RTF inh	MOR-DOR inv ag	Keap1-Nrf2 PPI	cardiac RTF act
`COc1ccc(/C=C(/NC(=O)c2ccccc2)C(=O)N/N=C/c2ccc3c(c2)OCO3)cc1OC` across the screens: 3	1	101	-0.6	-1	2.9	2	3	-3	0
`COc1cccc(NC(=S)NC2CC3CCCC(C2)N3C2CCCC2)c1` (centres undefined) across the screens: 1	0	105	2.2	-5	0.3	-7	-12	-5	6
`Cc1ccc(Nc2ncnc3c2nnn3Cc2ccccc2)cc1` across the screens: -2	1	101	/	25	/	/	/	/	/
`O=C(Nc1cc(-c2ccccc2)sc1C(=O)O)c1cccc(F)c1` across the screens: 6	2	99	-1.0	7	0.1	8	5	-4	-4
`COc1ccc(/C=C2\N=C(c3c(-c4ccccc4)noc3C)OC2=O)cc1OC` across the screens: -3	/	105	-0.6	2	-0.5	0	3	1	2
